ERp5 inh: ERp5 (human) disulfide isomerase inhibition; ERp5 insulin aggregation, absorbance 650 nm, 90 min; Q15084; actives 0.05% (n = 350,000); inhibition, % at 9.99 µM;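 active means mean replicate inhibition above about 25%, with every replicate also reaching it, limit read from the data, passing the limit was not always enough; inconclusive means only one of those two criteria met; inactive means neither criterion met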
RAD54 branch: inhibitors of human RAD54 branch migration. Q92698. RAD54 Holliday junction branch migration, FAM/BHQ fluorescence. inhibition, % at 10.4 µM. actives 0.14% (n = 360,000);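 active means mean normalized replicate activity at least 40 and at least half of replicates scoring 40 or more; inconclusive means only one of the two criteria met; inactive means mean below 40 and under half of replicates reaching 40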;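 further: 0% = median of neutral control wells and 100% = median of positive control wells; inhibitors cause a drop in the FAM fluorescence signal; in these data hits start at about 50%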
esBAF inh: SWI/SNF esBAF complex inhibition | actives 2% (n = 350,000) | reporter increase, % at 12.5 µM | mouse ES cells, Bmi1-luciferase knock-in reporter, 24 h; 100% = twice the neutral-well signal | AID 602393; in the data active means activation above about 40%; inconclusive means no clear call, values can overlap the other calls;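 further: 0% = median of the plate's neutral control wells and 100% = double that signal; a rise in the Bmi1 reporter signal indicates esBAF inhibition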
RAD52 inh: RAD52 (human) annealing inhibition; recombinant RAD52 DNA annealing, FRET fluorescence; inhibition, % at 18.7 µM; actives 0.46% (n = 360,000);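 active means every replicate showing at least 50% inhibition; inconclusive means mean inhibition at least 50% but not in every replicate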
ERAP1 HTS inh: blocks human ERAP1 aminopeptidase activity; Q9NZ08; actives 0.15% (n = 340,000); inhibition, % at 10.7 µM; AID 652197; recombinant ERAP1, Leu-AMC fluorescence, 60 min;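 active means mean replicate inhibition of at least 30%, or all replicates individually reaching that 30% level; inactive means mean below 30% and not every replicate reaching it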;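 further: 0% = neutral control wells and 100% = L-leucinethiol positive control wells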
Target sequence (Q9NZ08 whole entry, looked up): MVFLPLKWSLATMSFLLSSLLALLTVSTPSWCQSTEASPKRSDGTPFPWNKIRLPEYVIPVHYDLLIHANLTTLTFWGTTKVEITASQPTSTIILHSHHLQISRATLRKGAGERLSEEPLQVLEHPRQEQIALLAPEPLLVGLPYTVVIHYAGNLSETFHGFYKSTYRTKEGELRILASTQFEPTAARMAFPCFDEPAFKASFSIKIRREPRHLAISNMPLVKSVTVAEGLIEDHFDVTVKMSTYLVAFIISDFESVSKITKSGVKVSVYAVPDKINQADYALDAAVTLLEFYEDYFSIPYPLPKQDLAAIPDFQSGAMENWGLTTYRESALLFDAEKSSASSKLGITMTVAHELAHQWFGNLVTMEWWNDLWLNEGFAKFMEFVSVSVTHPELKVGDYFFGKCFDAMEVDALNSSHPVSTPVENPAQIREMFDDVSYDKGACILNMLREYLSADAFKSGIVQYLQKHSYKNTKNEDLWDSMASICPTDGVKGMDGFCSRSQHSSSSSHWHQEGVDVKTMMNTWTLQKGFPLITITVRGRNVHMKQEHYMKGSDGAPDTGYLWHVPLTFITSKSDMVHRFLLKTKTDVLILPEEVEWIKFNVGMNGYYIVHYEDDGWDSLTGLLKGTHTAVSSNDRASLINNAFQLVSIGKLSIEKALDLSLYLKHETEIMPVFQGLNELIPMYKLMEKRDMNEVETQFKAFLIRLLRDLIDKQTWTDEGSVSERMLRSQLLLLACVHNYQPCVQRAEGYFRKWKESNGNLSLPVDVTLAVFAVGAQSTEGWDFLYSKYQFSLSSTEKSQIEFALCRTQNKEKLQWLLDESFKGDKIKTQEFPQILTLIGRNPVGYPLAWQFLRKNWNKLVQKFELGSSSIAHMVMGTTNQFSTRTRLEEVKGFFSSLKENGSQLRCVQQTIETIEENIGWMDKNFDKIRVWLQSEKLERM
Xi reactivation: activators of X-chromosome reactivation in mouse fibroblasts; XiGFP mouse fibroblasts, % GFP-positive cells imaging, 3 d; cells co-treated with 5-aza-dC sensitizer; scaled so ellipticine positive control = 100%; activation, % at 7.58 µM; actives 0.055% (n = 360,000);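 active means mean normalized replicate activation at least 10% and every replicate at or above 10%; inconclusive means only one of the two criteria met; inactive means mean below 10% and not all replicates reach 10%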;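 further: 0% = median of on-plate neutral control wells and 100% = ellipticine 6 µM median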
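assay system = SV40-immortalized XiGFP fibroblast cells, line 68-5-11 | buffer or medium = DMEM plus 5-aza-dC sensitizer | doses = single-point pinned compound dosing | times = 3-day compound exposure, then 15 min fixation at room temperature | benchmarks = positive control ellipticine, 6 µM final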
E-selectin induc: E-selectin induction on HUVECs | P16581 | HUVEC E-selectin immunofluorescence imaging; normalized: neutral wells 0, TNF-alpha wells 100 | activation, % at 7.58 µM | actives 0.37% (n = 260,000) | AID 686992;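 active means mean E-selectin-positive cell signal at least 10% of the positive control, reached in at least 60% of replicates, without over 20% cell loss; inconclusive means no rule given, readout overlaps actives, possibly toxicity-flagged; inactive means the rest, including those meeting only one limit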;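 further: in these data hits start at about 27%; measured in HUVEC primary endothelial cells; signal is the percent of cells scored E-selectin positive by PE staining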
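Test system: HUVEC; input: 3,000 HUVEC/well; measured by: immunofluorescence imaging; read-out: % PE-positive cells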
S100A4 MyoIIA: inhibitors of human S100A4 binding to myosin IIA peptide. P26447. S100A4/TAMRA-MyoIIA peptide fluorescence polarization. inhibition, % at 10.7 µM. actives 0.14% (n = 360,000). AID 652163;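 active means mean inhibition of at least 70% across replicates, with every replicate also reaching that level; inconclusive means mean inhibition reaches 70% but some replicates fall short; inactive means mean inhibition below 70%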
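Test system: S100A4 monomer protein. Medium: HEPES buffer with Ca2+, pH 7.2. Reagent: fluorescent myosin IIA peptide, 5 nM. Compound dosing: single-point compound testing. Timing: 5 min between mix addition and reading. Benchmarks: DMSO neutral and TFP positive wells.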
Active calls of the source: *; u = inconclusive; x = no result given; & = joins results of further samples.

The opening 12 records, to show the layout:
SMILES	ERp5 inh	RAD54 branch	esBAF inh	RAD52 inh	ERAP1 HTS inh	Xi reactivation	E-selectin induc	S100A4 MyoIIA
COc1ccc(C(O)c2ncc(-c3ccccc3Cl)[nH]2)cc1F (configuration not stated)	2	-3	3	-5	-1	0.3	0.9	0
COC(=O)N/N=C/c1cn(CCOc2ccccc2OC)c2ccccc12	0	1	8	-7	-1	0.1	-0.3	0
CN(C)CCCNC(=O)C(=O)Nc1cc2c3c(c1)CC(=O)N3CCC2	6	-3	-8	97*	0	0.0	x	-4
Cc1cccc(NC(=O)Nc2ccc3c(c2)C(=O)N(C)[C@H]2CC[C@H](CC(=O)NCc4ccccc4Cl)O[C@@H]2CO3)c1	x	5	6	x	x	0.1	-0.1	x
O=C(Cc1ccc(Cl)cc1)Nc1ccc(S(=O)(=O)Nc2cnc3ccccc3n2)cc1	2	x	x	-66	-1	0.2	x	1
C[C@@H]1CCCCO[C@H](CN(C)S(C)(=O)=O)[C@@H](C)CN([C@@H](C)CO)C(=O)c2cc(NC(=O)Nc3ccc4c(c3)OCO4)ccc2O1	-3	-15	2	-5	-2	0.0	-0.1	13
O=C(O)C1C2C=CC(C2)C1C(=O)NCc1ccc(Cl)cc1Cl (configuration not stated)	-5	-8	-5	-11	0	0.0	x	2
CCOC(=O)c1cc([N+](=O)[O-])cc([N+](=O)[O-])c1Sc1ncnc2nc[nH]c12	1	x	x	-11	4	0.3	0.4	-4
Nc1ccc(N=Nc2ccccc2)cc1[N+](=O)[O-]	-3	7	62*	4	-2	0.0	-0.2	19
COc1ccccc1C#Cc1ccc2c(c1)O[C@H](CN(C)Cc1cccnc1)[C@H](C)CN([C@@H](C)CO)S2(=O)=O	0	4	0	18	2	-1.2	-0.1	2
Cc1ccc(S(=O)(=O)N(C)c2ccc(C(=O)N3CCOCC3)cc2)cc1	2	0	-5	-14	1	0.2	x	-2
CSc1nnc(-c2ccc(NC(N)=S)cc2)o1	2	x	x	-20	-3	0.2	4.5	1

Main list, from the first entry:
SMILES	ERp5 inh	RAD54 branch	esBAF inh	RAD52 inh	ERAP1 HTS inh	Xi reactivation	E-selectin induc	S100A4 MyoIIA
COc1ccc(C(O)c2ncc(-c3ccccc3Cl)[nH]2)cc1F (configuration not stated)	2	-3	3	-5	-1	0.3	0.9	0
COC(=O)N/N=C/c1cn(CCOc2ccccc2OC)c2ccccc12	0	1	8	-7	-1	0.1	-0.3	0
CN(C)CCCNC(=O)C(=O)Nc1cc2c3c(c1)CC(=O)N3CCC2	6	-3	-8	97*	0	0.0	x	-4
Cc1cccc(NC(=O)Nc2ccc3c(c2)C(=O)N(C)[C@H]2CC[C@H](CC(=O)NCc4ccccc4Cl)O[C@@H]2CO3)c1	x	5	6	x	x	0.1	-0.1	x
O=C(Cc1ccc(Cl)cc1)Nc1ccc(S(=O)(=O)Nc2cnc3ccccc3n2)cc1	2	x	x	-66	-1	0.2	x	1
C[C@@H]1CCCCO[C@H](CN(C)S(C)(=O)=O)[C@@H](C)CN([C@@H](C)CO)C(=O)c2cc(NC(=O)Nc3ccc4c(c3)OCO4)ccc2O1	-3	-15	2	-5	-2	0.0	-0.1	13
O=C(O)C1C2C=CC(C2)C1C(=O)NCc1ccc(Cl)cc1Cl (configuration not stated)	-5	-8	-5	-11	0	0.0	x	2
CCOC(=O)c1cc([N+](=O)[O-])cc([N+](=O)[O-])c1Sc1ncnc2nc[nH]c12	1	x	x	-11	4	0.3	0.4	-4
Nc1ccc(N=Nc2ccccc2)cc1[N+](=O)[O-]	-3	7	62*	4	-2	0.0	-0.2	19
COc1ccccc1C#Cc1ccc2c(c1)O[C@H](CN(C)Cc1cccnc1)[C@H](C)CN([C@@H](C)CO)S2(=O)=O	0	4	0	18	2	-1.2	-0.1	2
Cc1ccc(S(=O)(=O)N(C)c2ccc(C(=O)N3CCOCC3)cc2)cc1	2	0	-5	-14	1	0.2	x	-2
CSc1nnc(-c2ccc(NC(N)=S)cc2)o1	2	x	x	-20	-3	0.2	4.5	1
CSc1cc(-c2ccccc2)n(C)c(=O)c1C#N	-2	5	-16	-6	9	0.0	x	0
COc1ccc(C(=O)COC(=O)Cn2cnc3c2c(=O)n(C)c(=O)n3C)c(OC)c1	1	7	x	-8	-1	0.0	0.1	-1
C[C@@H]1CN([C@H](C)CO)C(=O)Cc2cc(NC(=O)c3ccncc3)ccc2O[C@H]1CN(C)S(=O)(=O)c1cccs1	-3	1	-5	-5	2	-0.4	x	2
O=C(NCC1CC1)[C@@H]1[C@@H](CO)[C@@H]2Cn3c(ccc(-c4cccnc4)c3=O)[C@@H]2N1C(=O)NC1CCCC1	-4	-5	4	-8	0	0.0	-0.3	4
CCOc1ccccc1N(CC(=O)NCCc1ccc(OC)cc1)S(=O)(=O)c1ccc(C)cc1	3	x	x	-8	1	0.3	-0.6	-2
O=C(c1cccc(OC2CCN(Cc3ccc(F)cc3)CC2)c1)N1CCCC1	2	-1	2	-3	-1	0.1	x	-9
CC(Nc1ccc(Cl)c(Cl)c1)C(=O)NN (configuration not stated)	1	-10	0	-10	6	0.0	2.8	-1
C[C@H](CO)N1C[C@H](C)[C@H](CN(C)CC2CC2)Oc2c(NC(=O)c3ccc(-c4nccs4)cc3)cccc2C1=O	-2	x	x	3	0	-0.6	0.0	-9
O=C(NCc1cnc2ccccn12)C1CCC(=O)N(Cc2cccc(F)c2)C1 (configuration not stated)	-5	12	0	-3	-5	0.3	0.1	-4
COCc1ccc(C(=O)Nc2ccccc2C(=O)NCc2cccnc2)cc1	2	6	0	-8	-5	-0.1	x	1
COc1cccc(CC2(CO)CCN(S(=O)(=O)c3ccc(OC)cc3OC)CC2)c1	5	-1	-4	-7	-2	0.2	0.0	-5
COc1ccc(C(=O)O)cc1NC(=S)NC(=O)Cc1ccc(Cl)cc1	2	4	-8	-10	-23	0.1	0.1	-1
CCN(CC)CCCNC(=O)CSc1nc(-c2ccc(F)cc2)cc(C(F)(F)F)n1	1	-5	-4	0	-7	0.0	3.9	1
CC(C)NC(=O)N(C)C[C@H]1OCc2cnnn2CCCC(=O)N([C@H](C)CO)C[C@H]1C	-2&0&-2	2&0&4	-2&-2&-5	-7&16&-7	1&-1&2	0.3&0.1	1.2&0.0	u
CC(C)NC(=O)NCC[C@H]1CC[C@H](NC(=O)c2ccc(F)cc2)[C@@H](CO)O1	1	2	1	-3	1	0.4	-0.6	-4
CCOC(=O)c1cc(-c2ccco2)nn1-c1ccc(C)cc1	-1	x	x	-15	-2	0.0	-5.4	-7
CO[C@@H]1CN(C)C(=O)c2ccc(NC(=O)C3CC3)cc2OC[C@@H](C)N(Cc2ccccc2)C[C@H]1C	-2	-17	3	14	-8	0.0	-0.1	9
COC(=O)c1ccccc1NC(=O)c1cnn2cccnc12	3	-5	x	-20	1	0.0	-0.1	0
O=C(O)c1cc(OCc2ccccc2)cc(OCc2ccccc2)c1	2	-3	-1	-12	-2	0.7	0.4	-2

Shown with two lines to a compound: two of the compounds above
Under each structure – ERp5 inh	RAD54 branch	esBAF inh	RAD52 inh	ERAP1 HTS inh	Xi reactivation	E-selectin induc	S100A4 MyoIIA
CCOc1ccccc1N(CC(=O)NCCc1ccc(OC)cc1)S(=O)(=O)c1ccc(C)cc1
 : 3	x	x	-8	1	0.3	-0.6	-2
O=C(c1cccc(OC2CCN(Cc3ccc(F)cc3)CC2)c1)N1CCCC1
 : 2	-1	2	-3	-1	0.1	x	-9

Source: PubChem
